High-throughput results deposited in PubChem by Sanford-Burnham Center for Chemical Genomics.
APOBEC3G inh – APOBEC3G DNA deaminase inhibitors, primary screen, biochemical, fluorescence, single-stranded DNA substrate, uHTS | recombinant A3G, ssDNA deamination FAM/TAMRA fluorescence | actives 0.28% (n = 330,000) | DNA dC->dU-editing enzyme APOBEC-3G (Homo sapiens), Q9HC16 | inhibition, % at 20 µM;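 active = inhibition of at least 40% at 20 µM, with no more than 30% in the related APOBEC3A deaminase screen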;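 also: plate controls were DMSO wells with A3G for no effect and wells lacking A3G enzyme for full effect; some compounds called inactive have numbers as strong as hits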
Apaf-1 inh – inhibitors of human Apaf-1 apoptosome, primary screen, biochemical, DEVD-Rh110 fluorescence, uHTS | AID 489030, 2010 | reconstituted apoptosome caspase-3 activity | Apoptotic protease-activating factor 1 (Homo sapiens), O14727 | inhibition, % at 20 µM | actives 0.71% (n = 330,000); active = inhibition of at least 40% at 20 µM;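 also: plate controls were DMSO wells for no effect and DEVD-CHO caspase inhibitor wells for full effect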
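Assay system – apoptosome proteins · Medium – Hepes buffer, pH 7.5 · Also added – cytochrome c with DEVD-Rh110 · Timing – 30 min compound preincubation, 50 min activation, room temperature · Detection – Rh110 fluorescence, excitation 480 nm, emission 540 nm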
SENP7 inh – SENP7 protease inhibitors, primary screen, biochemical, luminescence, uHTS. recombinant SENP7, Z-RLRGG-aminoluciferin luminescence, 40 min. inhibition, % at 5 µM. AID 434973, 2010. actives 1.5% (n = 330,000). Sentrin-specific protease 7 (Homo sapiens), Q9BQF6;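 active = inhibition above about 50% at the single test dose, limit read from the data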;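 also: plate controls were DMSO with enzyme for no effect and no enzyme buffer wells for full effect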
Target sequence (Q9BQF6 706-1050 limits assumed): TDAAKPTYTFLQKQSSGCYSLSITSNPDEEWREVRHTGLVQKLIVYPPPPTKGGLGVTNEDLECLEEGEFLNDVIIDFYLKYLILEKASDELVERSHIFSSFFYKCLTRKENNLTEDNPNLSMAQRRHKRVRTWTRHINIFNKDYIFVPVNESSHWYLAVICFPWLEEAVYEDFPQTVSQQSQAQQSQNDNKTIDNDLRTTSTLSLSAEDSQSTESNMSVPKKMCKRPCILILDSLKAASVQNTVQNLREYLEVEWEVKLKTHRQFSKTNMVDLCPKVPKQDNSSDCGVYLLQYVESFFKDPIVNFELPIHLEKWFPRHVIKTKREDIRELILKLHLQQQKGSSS
SENP1 inh – human SENP1 catalytic domain inhibitors, primary screen, biochemical, FRET, uHTS; Sentrin-specific protease 1 (Homo sapiens), Q9P0U3; inhibition, % at 10 µM; AID 624204, 2012; recombinant SENP1 catalytic domain, CyPet-SUMO1-YPet FRET cleavage; actives 0.21% (n = 360,000);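 active = inhibition at least 30% at 10 µM, raw YFP signal under a set limit, fluorescence ratio 0.5 to 1.5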;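 also: 0% = enzyme with DMSO and 100% = no enzyme wells; some results filed as inactive read as strong as hits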
Target sequence (Q9P0U3 419-644 limits assumed): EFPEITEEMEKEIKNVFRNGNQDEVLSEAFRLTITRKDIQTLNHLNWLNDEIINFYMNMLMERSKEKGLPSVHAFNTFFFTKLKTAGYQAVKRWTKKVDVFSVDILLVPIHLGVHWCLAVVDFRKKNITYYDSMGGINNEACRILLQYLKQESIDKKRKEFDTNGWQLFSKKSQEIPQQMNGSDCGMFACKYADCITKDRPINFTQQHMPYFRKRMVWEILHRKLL
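Assay system: hSENP1 catalytic domain, recombinant. Amount: SENP1 enzyme, 20 pM final. Schedule: 50 min reaction, RT, dark. Technique: FRET, CFP and YFP emission. Control set: no-enzyme wells low, DMSO-plus-enzyme wells high control.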
SENP8 block-1 – human SENP8 protease inhibitors, primary screen, biochemical, fluorescence, Nedd8 protein substrate, uHTS | Sentrin-specific protease 8 (Homo sapiens), Q96LD8 | recombinant SENP8 | inhibition, % at 20 µM | actives 0.64% (n = 360,000) | AID 602440, 2012; in the data active = inhibition mostly above about 40%, no sharp cut-off; inactive = mostly below about 27%
Target sequence (Q96LD8 whole entry, looked up): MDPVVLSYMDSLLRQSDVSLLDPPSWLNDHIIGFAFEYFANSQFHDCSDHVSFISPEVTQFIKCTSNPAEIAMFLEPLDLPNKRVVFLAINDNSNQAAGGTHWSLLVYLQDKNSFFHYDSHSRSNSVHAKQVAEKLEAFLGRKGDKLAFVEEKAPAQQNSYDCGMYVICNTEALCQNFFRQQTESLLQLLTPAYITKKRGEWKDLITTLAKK
SENP6 inh – SENP6 protease inhibitors, primary screen, biochemical, luminescence, uHTS; inhibition, % at 10 µM; AID 2599, 2010; Sentrin-specific protease 6 (Homo sapiens), Q9GZR1; actives 1.8% (n = 330,000); Recombinant SENP6 catalytic domain, aminoluciferin luminescence;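 active = inhibition above about 50% at the single tested dose, limit read from the data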;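 also: plate controls were DMSO wells with enzyme for no effect and DMSO wells lacking enzyme for full effect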
SENP8 block-2 – SENP8 protease inhibitors, primary screen, biochemical, luminescence; Sentrin-specific protease 8 (Homo sapiens), Q96LD8; AID 2540, 2010; purified SENP8, Z-RLRGG-aminoluciferin cleavage; actives 1.2% (n = 330,000); inhibition, % at 10 µM; in the data active = inhibition above about 50%
UBC13 inh – UBC13 polyubiquitin chain formation inhibitors, primary screen, biochemical, TR-FRET, uHTS; inhibition, % at 20 µM; actives 0.47% (n = 330,000); Ubiquitin-conjugating enzyme E2 N (Homo sapiens), P61088; in the data active = inhibition above about 45%, passing the limit was not always enough; inconclusive = no clear call, values can overlap the other calls
Target sequence (P61088 whole entry, looked up): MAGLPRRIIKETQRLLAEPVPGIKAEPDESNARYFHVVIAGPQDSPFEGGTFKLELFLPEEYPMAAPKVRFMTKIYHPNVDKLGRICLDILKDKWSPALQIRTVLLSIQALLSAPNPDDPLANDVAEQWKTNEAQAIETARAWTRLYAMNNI
* = called active by the depositor; i = inactive; ? = inconclusive; nt = no result given. Hits appear at their usual frequency. About 3.6% of those tested had a hit in this group.

SMILES | APOBEC3G inh | Apaf-1 inh | SENP7 inh | SENP1 inh | SENP8 block-1 | SENP6 inh | SENP8 block-2 | UBC13 inh
CC(C)CC(NC(=O)c1ccccc1)C(=O)N/N=C/c1ccco1 (configuration not stated) | 1.5 | -8.3 | -0.8 | -2.9 | 10.0 | -9.7 | -2.0 | 1.5
[O-][n+]1onc2c1CCC1N(O)C(c3ccccc3)CC21O (configuration not stated) | -6.1 | -13.5 | -4.9 | 1.2 | 8.4 | 5.9 | -2.4 | -6.6
CCOc1ncccc1C(=O)Nc1nc(C(C)(C)C)cs1 | -2.5 | 12.3 | 9.1 | -1.1 | -21.2 | -0.1 | 12.9 | 9.3
CC(C)(C)c1nnc(NC(=O)c2cc(-c3ccccc3)nc3ccccc23)s1 | 29.4 | 30.3 | -3.9 | 0.9 | -51.0 | -17.4 | -1.6 | -14.9
NC(=O)c1cccc(C(N)=O)n1 | 1.9 | -16.1 | 8.1 | 0.9 | 30.7 | -2.6 | -2.2 | -2.8
COc1cc(OC)cc(C(=O)Nc2ccc(C(=O)Nc3ccccc3OC)cc2)c1 | -3.9 | 5.3 | -6.1 | 0.3 | 1.6 | 5.4 | -32.3 | 9.1
Cc1ccc(NCc2nnc(SCC(=O)N(Cc3ccccc3)C(C)(C)C)o2)c(C)c1 | 0.5 | 30.1 | 0.5 | 2.2 | 25.4 | -4.0 | 7.3 | 6.2
CCCc1ccc2oc(C(=O)NCc3nnc(C)o3)c(C)c2c1 | 1.6 | 19.4 | -0.6 | 0.6 | 8.2 | 19.4 | 17.2 | -0.4
COc1ccc(C(=O)OCC(=O)NCc2ccc3c(c2)OCO3)cc1S(=O)(=O)N1CCOCC1 | 3.2 | 2.5 | 10.0 | -0.8 | 8.5 | 6.7 | 4.6 | 4.5
COc1ccc(C2C(C(=O)C(C)(C)C)=C(O)C(=O)N2Cc2ccccc2)cc1 (configuration not stated) | 0.6 | -3.5 | 4.1 | 3.2 | 14.3 | -12.5 | -1.5 | -7.9
COc1cc(C(=O)Nc2cccc(C)c2C)ccc1OCC(=O)N1CCOCC1 | -7.8 | -16.1 | 2.5 | 1.2 | 11.0 | 12.2 | 5.2 | 4.0
O=S(=O)(c1ccccc1)N1CCN(c2nnc(-c3ccccc3)c3ccccc23)CC1 | -0.1 | 1.6 | 4.7 | 5.0 | 31.3 | -14.2 | 8.8 | -8.7
Cn1cccc1CNC(=O)Nc1ccc(Cl)c(Cl)c1 | -3.6 | 6.5 | -9.0 | 11.5 | -11.6 | -18.5 | -13.0 | 6.9
CC(=O)N1CCCc2cc(S(=O)(=O)Nc3cccc(C)c3C)ccc21 | 3.7 | 9.7 | 1.6 | 0.8 | 3.4 | 1.1 | 0.0 | -1.2
Cc1c(C(=O)N2CCCCC2)c(S(=O)(=O)NCCc2ccccc2)c(C)n1C | -3.7 | -7.6 | 7.5 | -2.0 | -0.8 | -6.9 | 3.5 | 0.0
Cn1cc(C(=O)NS(=O)(=O)Nc2ccc(Br)cc2)c2ccccc21 | -4.3 | -6.6 | 0.5 | 1.2 | -0.4 | 2.9 | 1.3 | -0.6
COc1ccc(CNC(=O)CN(C(=O)CCC(=O)Nc2nccs2)c2ccccc2C)cc1 | -12.5 | 1.4 | 4.7 | 0.8 | 3.2 | -7.8 | -0.6 | -4.2
CCOc1ccccc1N1CCN(C(=S)NC(=O)C23CC4CC(CC(C4)C2)C3)CC1 | -2.8 | 22.3 | -1.4 | -0.4 | 11.3 | 3.5 | -1.3 | -0.5
COc1ccc(N2CCN(CC(O)COc3ccc([N+](=O)[O-])cc3)CC2)cc1 (configuration not stated) | -3.6 | -6.6 | -4.9 | -1.4 | 17.9 | 10.8 | 8.7 | 7.2
CC(C)c1onc(C(=O)NCCc2ccccc2)c1[N+](=O)[O-] | 0.4 | -4.1 | 3.1 | 2.0 | 18.3 | -4.9 | -1.8 | 0.9
CC1(C)N=C2C(=[N+]1[O-])CCC/C2=N\O | -1.7 | -5.4 | 3.0 | 3.5 | 12.2 | 5.1 | -2.5 | 2.9
CC1(C)CC(=O)C2=C(C1)NC1=C(C(=O)c3ccccc31)C2c1ccc(Cl)cc1 (configuration not stated) | -2.1 | 9.6 | -3.3 | 2.5 | 8.0 | -5.1 | -2.8 | 50.2*
Cn1c(=O)c2c(nc(CN3CCN(CCO)CC3)n2CCc2ccccc2)n(C)c1=O | -0.1 | 2.7 | 10.4 | 3.7 | -7.9 | -7.9 | -6.7 | -3.2
Cc1cccnc1NC(=O)c1cccc(S(=O)(=O)NCc2ccccc2)c1 | -1.0 | 4.2 | -1.6 | 2.4 | -0.9 | -1.7 | 12.4 | 5.4

Nothing new here: entries from further up.
SMILES | APOBEC3G inh | Apaf-1 inh | SENP7 inh | SENP1 inh | SENP8 block-1 | SENP6 inh | SENP8 block-2 | UBC13 inh
Cn1cccc1CNC(=O)Nc1ccc(Cl)c(Cl)c1 | -3.6 | 6.5 | -9.0 | 11.5 | -11.6 | -18.5 | -13.0 | 6.9
CC(=O)N1CCCc2cc(S(=O)(=O)Nc3cccc(C)c3C)ccc21 | 3.7 | 9.7 | 1.6 | 0.8 | 3.4 | 1.1 | 0.0 | -1.2
Cc1c(C(=O)N2CCCCC2)c(S(=O)(=O)NCCc2ccccc2)c(C)n1C | -3.7 | -7.6 | 7.5 | -2.0 | -0.8 | -6.9 | 3.5 | 0.0
Cn1cc(C(=O)NS(=O)(=O)Nc2ccc(Br)cc2)c2ccccc21 | -4.3 | -6.6 | 0.5 | 1.2 | -0.4 | 2.9 | 1.3 | -0.6
COc1ccc(CNC(=O)CN(C(=O)CCC(=O)Nc2nccs2)c2ccccc2C)cc1 | -12.5 | 1.4 | 4.7 | 0.8 | 3.2 | -7.8 | -0.6 | -4.2

Going on with the list:
SMILES | APOBEC3G inh | Apaf-1 inh | SENP7 inh | SENP1 inh | SENP8 block-1 | SENP6 inh | SENP8 block-2 | UBC13 inh
CCOC(=O)Cn1nc(C)n(-c2ccccc2)c1=O | -0.5 | -7.9 | 0.2 | -0.5 | 3.2 | -11.3 | 4.9 | 4.7
COc1cc(NC(=O)Cn2nc(C(F)(F)F)c(Br)c2C)cc([N+](=O)[O-])c1 | -2.6 | 8.3 | -2.7 | 0.9 | 21.6 | -4.8 | -0.2 | 13.8
CCOc1ccc2nc(NC(=O)c3ccc(S(=O)(=O)N4CCOCC4)cc3)sc2c1 | -5.1 | 3.8 | 8.0 | 0.2 | -31.7 | -9.5 | 7.2 | ?
COc1ccc(OC)c(C(=O)CSc2nnc(-c3cccs3)n2C)c1 | -2.7 | -6.8 | -6.7 | -0.5 | -8.0 | 3.0 | -6.6 | 15.6
Cc1ccc([N+](=O)[O-])cc1S(=O)(=O)Nc1ccc(OCC(=O)N2CCOCC2)cc1 | -0.2 | -1.2 | -1.0 | 0.2 | 12.6 | -13.3 | 10.7 | -9.5
CC(C)CCN1C(=O)c2cccc3c(N)ccc(c23)C1=O | -101.1 | 11.5 | 1.7 | -34.1 | -222.3 | 23.8 | -1.9 | -178.1
COc1ccc(CCN(Cc2nc(-c3ccccc3)no2)Cc2nc(-c3ccccc3)no2)cc1OC | -5.7 | 21.4 | -8.5 | 4.1 | 11.2 | 16.0 | -9.0 | -7.4
Cc1ccc(C(=O)Nc2cccc(C(F)(F)F)c2)cc1NC(=O)c1c[nH]c2cc(C(F)(F)F)ccc2c1=O | -7.3 | -1.2 | 5.8 | -0.4 | 9.4 | -2.7 | -2.0 | -25.0
COc1ccc(NC(C)=O)cc1S(=O)(=O)N1CCN(C/C=C/c2ccccc2)CC1 | 0.1 | 7.2 | 3.4 | 2.2 | 14.0 | -2.0 | -2.4 | -0.4
CC(OC(=O)c1cc[n+]([O-])cc1)C(=O)Nc1ccc(Cl)cn1 (configuration not stated) | -7.0 | -3.3 | -1.3 | 3.0 | 2.3 | 5.7 | -5.2 | -4.2
Cc1ccc(NC(=O)CCNC(=O)c2ccc([N+](=O)[O-])cc2)cc1S(=O)(=O)N1CCOCC1 | -4.7 | -9.6 | -6.9 | 1.8 | 12.3 | -10.9 | 11.8 | 15.3
CCc1ccc(C(=O)NC2CCCCC2)s1 | -8.3 | -17.4 | 3.6 | 0.5 | 17.5 | -5.4 | -6.7 | 2.9
Cc1ccc2c(c1)N(CC(=O)NC1CCCc3ccccc31)C(=O)CO2 (configuration not stated) | -10.0 | 3.0 | 2.7 | 2.2 | 17.0 | -10.3 | -9.4 | -10.9
CC(C)CN(C(=O)COC(=O)c1cc2ccccc2oc1=O)C1CCS(=O)(=O)C1 (configuration not stated) | -8.8 | -14.5 | -6.0 | nt | nt | -6.7 | -9.0 | -3.4
Cc1cc(NNC(=O)c2cccc(C(F)(F)F)c2)nc2c1c(C)nn2C | 12.9 | 6.5 | 11.7 | -3.1 | 19.9 | -18.0 | 0.6 | 2.0
CC(C)(C)C(=O)Nc1cccc(-c2cc(-c3c(Cl)cccc3Cl)no2)c1 | 2.3 | -11.9 | 4.0 | 2.5 | 20.4 | 4.1 | -0.6 | 0.4
COCCn1nnnc1CN1C2CCCC1CC(NC(C)=O)C2 (configuration not stated) | -5.6 | -3.3 | 1.9 | 3.1 | 0.2 | 4.5 | 4.5 | 1.1
COc1cccc(C(=O)NCCS(=O)(=O)N(C)C2CCCCC2)c1 | -13.9 | 3.7 | -4.1 | -1.2 | 9.9 | -0.7 | 9.6 | 1.6
COc1ccc(C2CC(c3ccccc3)=NN2C(=O)COC(=O)c2cccc(N)c2)cc1 (configuration not stated) | -8.2 | 0.4 | 1.7 | -0.5 | i | 0.3 | 4.7 | 11.1
CCN(CC)c1ccc2c(c1)C(=O)N(C)C2=O | -4.8 | -2.5 | 3.8 | -22.1 | -57.4 | -14.2 | 1.3 | -6.4
Cc1ccc(OCC(=O)N(Cc2ccco2)C2CCS(=O)(=O)C2)cc1C (configuration not stated) | -8.4 | 1.7 | -13.0 | 5.1 | 7.6 | -0.3 | -6.0 | 4.9
Cc1cccc(OCc2nnc(SCC(=O)Nc3cccc(C(=O)N4CCOCC4)c3)o2)c1C | -0.2 | 1.0 | 1.5 | 0.9 | 8.8 | -11.3 | -6.8 | 1.0
Cc1ccc(-c2[nH]c3cc(C(=O)NCCCn4ccnc4)ccc3c(=O)c2O)cc1 | -6.2 | 5.9 | -3.4 | 56.1 | -425.2 | 6.1 | 1.0 | 46.5*
COc1ccc(CN2C(=O)N(c3ccccc3)C(=O)C2CC(=O)Nc2ccccc2)cc1OC (configuration not stated) | -3.2 | -6.3 | -4.2 | 0.4 | 9.2 | -3.6 | 1.3 | 3.4
COc1ccccc1C(=O)Nc1ccc2c3c(cccc13)CC2 | -6.3 | 5.6 | -0.8 | -18.9 | -49.9 | -14.0 | -22.7 | -4.6
CC1=C(C(=O)N2CCCCC2)C(c2cccs2)NC(=O)N1 (configuration not stated) | -2.2 | -5.0 | -1.5 | -4.8 | -18.7 | -9.8 | -5.7 | 2.3
CCOP(=O)(OCC)c1nc(-c2ccc(Cl)cc2Cl)oc1N1CCCCC1 | -5.0 | 24.1 | -2.8 | 0.4 | -431.3 | -7.0 | -11.3 | -13.9
